Screening data from PubChem.
Dyrk1A ADPGlo = inhibitors of rat Dyrk1A kinase; ADP-Glo luminescence, NFATc1 peptide; actives 0.43% (n = 310,000); inhibition, % at 12.5 µM; AID 504441; Q63470; in the data active = inhibition above about 50%;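 also: plate controls were vehicle with enzyme for no effect and no enzyme for full effect; many of its hits are not listed in these tables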
hERG rescue = hERG (human) protection from proarrhythmic block; Q12809; CHO-hERG, FluxOR thallium flux, dofetilide IC70 present; activation (rescue from dofetilide block), less the hit threshold, % at 10 µM; actives 0.51% (n = 310,000); AID 1511;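 active = activation above the mean of controls blocked by dofetilide plus 5 SD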;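 also: thallium influx through hERG after potassium depolarization seen as dye fluorescence rise; in these data hits start at about 4.7%; inactives centre near -7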
TRPC4 agonist = TRPC4 (mouse) channel activation; AID 2237; Q9QUQ5; B-score at 10 µM; HEK293 TRPC4beta/mu-opioid, Fluo4 calcium fluorescence; active compounds read high; actives 0.49% (n = 310,000);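 active = B-score above 5 SD of library B-scores, and initial fluorescence ratio not above library mean plus 5 SD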;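 also: positive B-score marks a calcium rise read as TRPC4 activation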
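Assay system: HEK293 cells stably co-expressing mouse TRPC4beta and mu-opioid receptor / Timing: Fluo4 dye loading 45 min at room temperature, 110 s recording / Signal: Fluo4 calcium-sensitive dye fluorescence, kinetic, 1 Hz baseline / Read-out: integrated baseline-normalised fluorescence ratio, converted to per-well B score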
ANO1 block = inhibitors of mouse TMEM16A calcium-activated chloride channel; Q8BHY3; actives 1.2% (n = 310,000); HEK293 TMEM16A/YFP iodide influx fluorescence, ionomycin; normalized B-score (activity score, 25-100; higher = stronger inhibition) at 10 µM; AID 588511;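 active = ratio plate-corrected score three or more library SD toward inhibition, starting fluorescence score within five deviations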;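 also: score derived from kinetic fluorescence span divided by baseline fluorescence per well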
KCNQ1 inh = inhibitors of human KCNQ1 potassium channel; actives 1.3% (n = 310,000); B-score at 10 µM; CHO-K1 KCNQ1, FluxOR thallium flux fluorescence; active compounds read high; AID 2642;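 active = compounds whose thallium flux B-score, printed positive for inhibition, exceeds three library SD while starting fluorescence stays within three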;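 also: channel opened by potassium depolarization with thallium stimulus after 20 min compound exposure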
Target sequence (P51787 whole entry, looked up): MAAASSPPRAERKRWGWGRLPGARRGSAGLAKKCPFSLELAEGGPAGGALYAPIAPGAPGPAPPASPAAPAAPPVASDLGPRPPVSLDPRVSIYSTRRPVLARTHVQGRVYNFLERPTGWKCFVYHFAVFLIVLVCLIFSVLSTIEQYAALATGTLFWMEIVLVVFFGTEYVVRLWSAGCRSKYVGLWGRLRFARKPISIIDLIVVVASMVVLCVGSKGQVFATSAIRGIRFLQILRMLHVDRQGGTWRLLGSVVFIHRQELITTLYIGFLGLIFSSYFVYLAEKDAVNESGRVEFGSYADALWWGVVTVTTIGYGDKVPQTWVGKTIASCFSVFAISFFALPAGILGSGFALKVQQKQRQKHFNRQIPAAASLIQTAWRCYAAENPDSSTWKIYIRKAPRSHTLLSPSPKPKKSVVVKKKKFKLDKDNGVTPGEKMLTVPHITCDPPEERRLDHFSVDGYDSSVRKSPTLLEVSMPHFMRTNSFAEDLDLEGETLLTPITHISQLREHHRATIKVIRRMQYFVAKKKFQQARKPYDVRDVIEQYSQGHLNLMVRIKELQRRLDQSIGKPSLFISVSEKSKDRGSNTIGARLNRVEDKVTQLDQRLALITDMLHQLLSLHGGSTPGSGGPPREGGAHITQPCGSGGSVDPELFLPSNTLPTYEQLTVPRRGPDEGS
HDAC3 inhib = human HDAC3 inhibition. O15379. recombinant HDAC3, fluorogenic peptide/trypsin coupled, fluorescence. inhibition, % at 8.3 µM. actives 0.15% (n = 320,000); in the data active = inhibition above about 26%, passing the limit was not always enough
TMEM16A act = activators or potentiators of mouse TMEM16A chloride channel; Q8BHY3; HEK293 TMEM16A/YFP-H148Q/I152L, iodide quench fluorescence; active compounds read low; B-score at 10 µM; actives 0.3% (n = 340,000);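 active = fluorescence-ratio B-score plate-corrected deviation score at least 3 library SD below zero, with starting fluorescence score within 5 deviations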;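 also: channel opened by trigger with iodide after compound preincubation; score built on the fluorescence ratio of max minus min over baseline; more negative score means more quench and so TMEM16A activation or potentiation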
TRPC4 PAM = allosterically enhances the mouse TRPC4 cation channel; AID 2227; HEK293 TRPC4beta/mu-opioid, DAMGO EC20, Fluo-4 Ca2+ flux; active compounds read high; B-score at 10 µM; actives 0.42% (n = 310,000);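 active = B-score of calcium response area above 5 SD of library B-scores, with initial fluorescence ratio within 5 SD of library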;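 also: B-score of integrated fluorescence ratio over time as area under calcium response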
KCNK9 block = human KCNK9 channel inhibition; actives 1.2% (n = 310,000); AID 488922; HEK293 KCNK9, FluxOR thallium flux fluorescence; active compounds read low; Q9NPC2; B-score at 10 µM;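 active = ratio B-score over 3 SD below the library mean, with starting fluorescence within 5 SD of its mean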;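 also: negative B-score means less thallium flux so channel inhibition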
KCNQ1 act = potentiates or activates the human KCNQ1 potassium channel | AID 2648 | CHO-K1 KCNQ1, thallium flux FluxOR fluorescence; active compounds read high | actives 0.35% (n = 310,000) | B-score at 10 µM | P51787;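 active = fluorescence ratio B-score, a plate-corrected score, at least three library SD, with initial intensity B-score within 5 SD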
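Doses: Single concentration per compound, DMSO matched to controls | Test system: KCNQ1-transfected CHO-K1 cells | Timing: 90 min dye loading and 20 min compound exposure, both at room temperature | Measured by: Kinetic FluxOR thallium fluorescence, 10-s 1-Hz baseline, 110-s post-stimulus read | Medium: Assay buffer with matched DMSO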
KCNK3 block = human KCNK3 channel inhibition, primary screen | O14649 | CHO-KCNK3 thallium flux, FluxOR fluorescence; active compounds read low | B-score at 10 µM | actives 0.84% (n = 340,000) | AID 602410;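 active = B-score under library mean minus 4 SD, starting fluorescence ratio at most library mean plus 5 SD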;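 also: more negative B-score means stronger inhibition of thallium flux through KCNK3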
Target sequence (O14649 whole entry, looked up): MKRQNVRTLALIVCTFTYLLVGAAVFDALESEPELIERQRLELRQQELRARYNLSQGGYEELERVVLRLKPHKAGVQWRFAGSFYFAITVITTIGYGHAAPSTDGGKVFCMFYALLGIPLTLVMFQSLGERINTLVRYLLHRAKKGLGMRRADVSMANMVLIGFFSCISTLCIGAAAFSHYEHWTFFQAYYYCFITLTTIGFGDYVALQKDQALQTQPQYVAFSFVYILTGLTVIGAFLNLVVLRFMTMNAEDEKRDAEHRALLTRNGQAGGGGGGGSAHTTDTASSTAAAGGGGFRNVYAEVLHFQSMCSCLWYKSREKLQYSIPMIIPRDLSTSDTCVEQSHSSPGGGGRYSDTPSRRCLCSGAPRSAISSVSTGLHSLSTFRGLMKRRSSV
* = called active by the depositor; i = inactive; / = not tested or not shown.

SMILES	Dyrk1A ADPGlo	hERG rescue	TRPC4 agonist	ANO1 block	KCNQ1 inh	HDAC3 inhib	TMEM16A act	TRPC4 PAM	KCNK9 block	KCNQ1 act	KCNK3 block
O=[N+]([O-])c1ccc(-c2nnc3cccc(Cl)n23)cc1	1.3	-12.8	i	i	i	-1.8	i	i	i	i	i
COC(=O)C(NC(=O)C(C)Oc1ccccc1)C(C)C (configuration not stated)	6.7	-6.9	i	i	i	4.5	i	i	i	i	i
Cc1ccc(O)c(NC(=O)c2ccco2)c1	1.0	-4.5	i	i	i	3.8	i	i	i	i	i
CCOC(=O)C1=C(C)N(CCCC(=O)O)C(=O)NC1c1ccccc1Cl (configuration not stated)	/	-0.8	i	i	i	-2.9	/	i	i	i	/
O=C(Nc1nc(-c2ccccc2)ns1)c1cccs1	14.1	-7.9	i	i	i	-3.5	i	i	i	i	i
CC(=O)N(Cc1cc2c(C)cc(C)cc2[nH]c1=O)C1CCCCC1	9.8	-7.9	i	i	i	3.3	i	i	i	i	i
COc1ccccc1NC(=O)CSc1n[nH]c(-c2cccnc2)n1	-0.3	-2.6	i	i	i	-6.0	i	i	i	i	i
O=C(NC(=O)c1ccc(Cl)cc1)Nc1cc(N2CCCCC2)ncn1	1.3	/	/	i	/	2.1	i	/	/	/	i
COCCNC(=S)NC1CC2CCC(C1)N2Cc1ccccc1 (configuration not stated)	3.5	-0.8	i	i	i	2.4	i	i	i	i	i
COc1ccc(NC(=O)CSc2nnc(Cn3cnc([N+](=O)[O-])n3)n2C)cc1	-2.4	-8.0	i	i	i	/	i	i	i	i	i
O=C(C1CCN(C2CC(=O)N(Cc3ccccc3)C2=O)CC1)N1CCCCCC1 (configuration not stated)	3.8	-5.8	i	i	i	5.9	i	i	i	i	i
CCN(CC)C(=O)Cn1cnc2ccccc2c1=O	6.7	-4.0	i	i	i	11.3	i	i	i	i	i
CCCNC(=O)CC1C(=O)N(Cc2ccccc2)C(C)c2nc3ccccc3n21 (configuration not stated)	-5.9	-10.7	i	i	i	4.1	i	i	i	i	i
CC(C)N1CCc2c(sc(NC(=O)c3ccc(S(=O)(=O)N4CCOCC4)cc3)c2C#N)C1	-7.3	-10.0	i	i	i	-2.6	i	i	i	i	i
Cc1cc2occ(CC(=O)N(C)CC(=O)Nc3cccc(F)c3)c2cc1C	3.0	-10.9	i	i	i	4.8	i	i	i	i	i
Cc1ccc(C(=O)Nc2ccc(N3CCN(C(=O)c4cccs4)CC3)cc2)c(Cl)c1	-1.4	-10.7	i	i	i	-10.3	i	i	i	i	i
Cc1ccc(C)c(N2CCN(S(=O)(=O)c3c(C)noc3C)CC2)c1	/	-0.6	i	i	i	-7.2	i	i	i	i	i
COc1ccc(NC(=O)CCCCCn2nnc3ccccc3c2=O)cc1	-6.0	-6.4	i	i	i	16.2	i	i	i	i	i
CC1=NN(C(N)=S)C(=O)C1N=Nc1cccc([N+](=O)[O-])c1 (configuration not stated)	8.8	-1.3	i	i	i	7.0	i	i	i	i	i
CCOC(=O)c1ccc(Nc2nc(C)cc(C)n2)cc1	-3.4	-4.0	i	i	i	-1.1	i	i	i	i	i
CS(=O)(=O)N(Cc1ccc(C(=O)NN=C2CCCC2)cc1)c1ccccc1	-0.6	-4.8	i	i	i	12.0	i	i	i	i	i
CCOc1ccc(CCNC(=O)COC(=O)c2nccnc2N)cc1OCC	-6.2	-8.2	i	i	i	-2.2	i	i	i	i	i
Cc1ccc(S(=O)(=O)n2c(CN3CCCC(C)C3)nc3ccccc32)cc1 (configuration not stated)	-7.5	-1.2	i	i	i	-2.9	i	i	-7.46*	i	i
O=C(Nc1ccc([N+](=O)[O-])cc1)C1COc2ccccc2O1 (configuration not stated)	9.5	-5.0	i	i	i	-1.5	i	i	i	i	i
COc1ccc2[nH]c3c(N4CC(C)OC(C)C4)ncnc3c2c1 (configuration not stated)	/	-11.2	i	i	i	-9.7	/	i	i	i	/
Cn1cc(CN2CCCC(C(=O)c3ccc(-c4ccccc4)c(F)c3)C2)cn1 (configuration not stated)	/	-13.4	i	i	i	-0.4	i	i	i	i	i
CCCNC(=O)c1ccc(N2CCC3(CC2)CC(c2ccccc2)=NO3)c(N)c1	4.6	-7.1	i	i	i	-5.3	i	i	i	i	i
Nc1nnc(SCC(=O)N2CCN(c3cccc(Cl)c3)CC2)n1-c1ccccc1	4.7	-14.0	i	i	i	-5.9	i	i	i	i	i
COC(=O)c1cc(S(=O)(=O)N2CCOCC2)c(Cl)cc1N1CCOCC1	-1.4	-19.7	i	i	i	6.8	i	i	i	i	i
N#CC1=C(N)SC2(CCCCC2)SC1c1ccccc1 (configuration not stated)	2.2	-10.5	i	i	i	2.2	i	i	i	i	i
O=C(CNC(=O)C1CCCCC1)NNC(=O)c1ccc(Cl)cc1Cl	-5.6	-9.7	i	i	i	-6.9	i	i	i	i	i
COc1ccc(Cl)cc1NCCC(O)c1ccc(F)cc1 (configuration not stated)	5.8	-9.2	i	i	i	0.3	i	i	i	i	i
Cc1cc(C(=O)Nc2ccccc2)oc1C	2.3	-7.8	i	i	i	7.6	i	i	i	i	i
CCOC(=O)N(NC(=O)C(O)(C(C)C)C(C)C)c1ccccc1	-49.5	0.7	i	i	i	0.6	i	i	i	i	i
N/C(=N\OS(=O)(=O)c1ccccc1)c1ccncc1	-2.7	-1.2	i	i	i	0.5	i	i	i	i	i
CCCN(CCO)Cc1ccc(Cl)c(Cl)c1	4.2	-6.1	i	i	i	-1.2	i	i	i	i	i
COCOc1ccc(-c2cc(=O)c3c(OCOC)cc(OCOC)cc3o2)cc1	/	-19.9	i	i	i	-12.3	/	i	i	i	/
O=C(NCC1CCCO1)C1CCC(=O)N1CCc1ccccc1 (configuration not stated)	11.8	-3.7	i	i	i	3.7	i	i	i	i	i
CCOc1ccccc1NC(=O)COn1nnc2ccc(Cl)cc21	-1.3	-2.5	i	i	i	2.8	i	i	i	i	i
Cc1cccc(/C(N)=N/OC(=O)c2cccnc2)c1	9.4	-5.6	i	i	i	0.7	i	i	i	i	i
CC(C)(C)N1NC2(CCCCC2)NC1=S	/	-11.1	i	i	i	19.3	i	i	i	i	i
COC(=O)C1(CCSC)NC(c2ccccc2F)C2C(=O)N(c3ccc4c(c3)OCCO4)C(=O)C21 (configuration not stated)	/	-13.1	i	i	i	-0.6	i	i	i	i	i
Cc1ccc(NC(=O)N(CCCN2CCOCC2)Cc2cccs2)cc1C	-2.8	-11.4	i	i	i	0.9	i	i	i	i	i
O=C(COc1ccc(Cl)cc1)N1CCN(C(=O)c2cccc(F)c2)CC1	-8.0	-5.1	i	i	i	3.0	i	i	i	i	i
C/C(CC(=O)Nc1cccc(C(F)(F)F)c1)=N\NC(=O)Cc1ccccc1	0.4	-9.0	i	i	i	1.4	i	i	i	i	i
C/C(=N\NC(=O)c1c(C)nc2ccccn12)c1ccc(C(C)(C)C)cc1	-4.4	-5.8	i	i	i	0.8	i	i	i	i	i
N/C(=N\OC(=O)c1ccc2c(c1)OCO2)c1ccc([N+](=O)[O-])cc1	7.7	-7.3	i	i	i	2.6	i	i	i	i	i
CCC(C)(C)C1CCC2(CC1)NC(=O)N(CC(=O)Nc1cc(C(F)(F)F)ccc1N1CCOCC1)C2=O (configuration not stated)	8.7	-10.2	i	i	i	-7.0	i	i	i	i	i
COc1ccc(NC(=O)C(=O)NCC(c2ccco2)N2CCc3ccccc32)cc1 (configuration not stated)	3.7	-10.7	i	i	i	-4.5	i	i	i	i	i
CCC(=O)NCc1c(Cl)cccc1-n1cccc1	-4.8	-13.6	i	i	i	-8.2	i	i	i	i	i
Oc1ccc(Br)cc1-c1cc(-c2ccccc2)n[nH]1	1.1	-6.2	i	i	i	12.9	i	i	i	i	i
COc1ccc(F)cc1C(=O)C1CCCN(C(=O)CCc2ccccn2)C1 (configuration not stated)	3.3	-6.2	i	i	i	7.4	i	i	i	i	i
O=c1cc(-c2ccccc2)cc(-c2ccccc2)n1O	10.1	18.1*	i	i	i	11.3	i	i	i	23*	i
COc1ccc(CCNC(=O)c2cc(-c3cc(Cl)ccc3O)n[nH]2)cc1OC	-4.6	-12.2	i	i	i	5.9	i	i	i	i	i
Cc1cc(C)c2c(N)c(C(=O)c3ccc(Cl)cc3Cl)sc2n1	-5.0	-5.4	i	i	i	1.3	i	i	i	i	i
CC(C)(C)CN1CCN(Cc2cccnc2)CC1CCO (configuration not stated)	12.0	-8.2	i	i	i	4.5	i	i	i	i	i
O=C(NCc1ccco1)c1ccc([N+](=O)[O-])o1	/	0.9	i	i	i	-1.5	i	i	i	i	i
O=[N+]([O-])c1ccc(N2CCN(S(=O)(=O)c3ccccc3)CC2)cc1	5.4	-5.4	i	i	i	5.0	i	i	i	i	i
CCOC(=O)C1CCN(S(=O)(=O)c2ccc3c(c2)CCCN3C(C)=O)CC1	-3.5	-5.4	i	i	i	-0.4	i	i	i	i	i
CN(C)CCNC(=O)Cn1ccc2cc(S(=O)(=O)N3CCCCCC3)ccc21	/	0.1	i	i	i	-1.5	i	i	i	i	i

(listing goes on)
SMILES	Dyrk1A ADPGlo	hERG rescue	TRPC4 agonist	ANO1 block	KCNQ1 inh	HDAC3 inhib	TMEM16A act	TRPC4 PAM	KCNK9 block	KCNQ1 act	KCNK3 block
Cc1noc(N)c1C(=O)Nc1ccccc1F	2.4	-6.5	i	i	i	-11.0	i	i	-9.47*	i	i
Cc1nnc(C)n1/N=C/c1ccc2c(c1)OCCO2	-5.4	-2.3	i	i	i	8.2	i	i	i	i	i
Cn1cccc1C(=O)NNC(=O)c1ccccc1Br	-1.2	-8.0	i	i	i	-0.2	i	i	i	i	i
O=C(CSc1nc2ccc(Cl)cc2[nH]1)c1ccc2c(c1)OCO2	7.2	-11.2	i	i	i	1.9	i	i	i	i	i
S=C(NCCNCc1ccccc1)NC1CCCCC1	/	-14.7	i	i	i	6.0	/	i	-7.14*	i	/
Cc1ccc(-n2nc(C)c3c2OC(N)=C(C#N)C3c2ccncc2)cc1 (configuration not stated)	7.0	-4.8	i	i	i	3.0	i	i	i	i	i
Cc1ccc(Nc2nc3c(s2)CCC3)c(C)c1	-1.2	-7.4	i	i	i	6.9	i	i	i	i	i
C=CCC(NCc1ccccc1)c1ccccc1 (configuration not stated)	0.4	-10.9	i	i	i	0.5	i	i	i	i	i
C/C(N)=C(/C#N)C(=O)COC(=O)c1cc(-c2cccc(Br)c2)nc2ccccc12	-4.8	-9.4	i	i	i	5.6	i	i	i	i	i
O=C(CCN1c2ccccc2Sc2ccccc21)Oc1ccccc1	2.2	-10.4	i	i	i	0.0	i	i	i	i	i

The list is partial; rates above refer to the full screens.
